Rab2 wt GTP = changes GTP binding to wildtype dog Rab2A, up or down | hit rate 0.19% among 190,000 | P61105 | GTP binding activity, % at 10 µM | GST-Rab2 wt beads, Bodipy-GTP binding, flow cytometry;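 active = GTP binding activity at least 20 points away from 100%, either lowered or raised; inconclusive = signal likely due to the compound's own green fluorescence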;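 also: 0% = beads with excess unlabeled GTP and 100% = no-compound control corrected for plate trend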
GSH fluor = GSH bead compound fluorescence profile; GSH beads flow cytometry, compound fluorescence 488/530 nm; stronger effect = higher value; fluorescence (KMESF) at 10 µM; hit rate 0.25% among 190,000; AID 1776; in the data active = fluorescence above about 89;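 also: glutathione beads carrying GST-tagged Bcl family fusion proteins plus one bare bead set; values are compound well signal with DMSO vehicle wells as background; inactives centre near 16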
HRas wt GTP bind = human HRas wildtype GTP binding, change in either direction; GTP binding activity, % at 10 µM; GST-Ras wt beads, Bodipy-FL-GTP binding, flow cytometry; actives lie on both sides; hit rate 0.14% among 190,000; P01112;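 active = GTP binding activity at least 20% away from the 100% baseline, either lowered as inhibitor or raised as activator; inconclusive = flagged as likely green fluorescent, judged across all proteins in the well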;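 also: 0% = unlabeled GTP competition control and 100% = no-compound control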
Target sequence (P01112 whole entry, looked up): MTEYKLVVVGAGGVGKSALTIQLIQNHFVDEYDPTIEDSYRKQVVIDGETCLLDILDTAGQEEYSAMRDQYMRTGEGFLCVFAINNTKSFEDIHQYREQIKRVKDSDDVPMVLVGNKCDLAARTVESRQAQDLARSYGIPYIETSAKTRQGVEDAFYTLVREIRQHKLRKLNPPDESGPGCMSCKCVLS
Avidin bead fluor = compound fluoresces at 488/530 nm on avidin beads; compound fluorescence 488/530 nm, flow cytometry; stronger effect = higher value; fluorescence (KMESF) at 10 µM; hit rate 0.38% among 220,000; in the data active = fluorescence above about 47; also: inactives centre near 10
ABCG2 inh = inhibitors of human ABCG2 transporter, ABCB1 counter-screen. IgMXP3 cells, JC-1 efflux, flow cytometry. inhibition, % at 6.6 µM. hit rate 0.1% among 190,000. AID 1325;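 active = inhibition above 80%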;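 also: 0% = DMSO and 100% = nicardipine control wells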
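Measure – % inhibition of efflux relative to nicardipine and DMSO · Test system – ABCG2 IgMXP3 and barcoded ABCB1 CCRF-Adr cell mix · Control set – nicardipine as high control, DMSO as low control · Compound – one concentration, 6.6 µM final · Signal – flow cytometry of retained JC-1 fluorescence · Timing – 10 min exposure at 25 °C with rotation, no wash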
ABCB1 block = inhibitors of human ABCB1 transporter, ABCG2 counter-screen. P08183. CCRF-Adr cells, JC-1 efflux, flow cytometry. inhibition, % at 6.6 µM. hit rate 0.067% among 190,000; in the data active = inhibition above about 40%;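 also: 0% = vehicle and 100% = reference inhibitor; higher value means more JC-1 retained so stronger ABCB1 efflux block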
Rab7 wt GTP bind = alters GTP binding to wildtype dog Rab7 | GTP binding activity (percent of control), % at 10 µM | hit rate 0.055% among 190,000 | GST-Rab7 beads, fluorescent GTP binding, flow cytometry; actives lie on both sides; untreated = 100%, excess cold GTP = 0%;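 active = fluorescent GTP binding to Rab7 beads changed by at least 20 points from the 100% baseline, either direction, mostly lower; inconclusive = compound itself probably fluorescent, or too few beads counted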;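 also: median green fluorescence of bound Bodipy-FL-GTP per Rab7 bead population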
Pf gametocyte = inhibitors of late stage P. falciparum gametocyte viability; hit rate 0.065% among 150,000; inhibition, % at 10.9 µM; P. falciparum stage V gametocytes, ATP luminescence, 24 h;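 active = inhibition above the mean plus 3 SD of compounds within the control limits, set per campaign, cut at about 38% in these data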;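 also: 0% = DMSO wells and 100% = medium only without gametocytes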
Rac1 wt modul = modulators of human Rac1 wildtype GTP binding. GST-Rac1 beads, fluorescent GTP binding, flow cytometry; actives lie on both sides; 0 = cold GTP competed, 100 = untreated. GTP binding activity (% of control), % at 10 µM. hit rate 0.27% among 190,000;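 active = GTP binding activity at least 20 points away from the 100% control level, either lower or higher; inconclusive = compound flagged as likely green fluorescent, judged across all proteins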
Rac1 act GTP bind = human Rac1 activated mutant GTP binding change. P63000. GST-Rac1 activated beads, fluorescent GTP binding, flow cytometry; actives lie on both sides; 100% means binding = to untreated wells. percent activity (GTP binding), % at 10 µM. hit rate 0.11% among 190,000. AID 764;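 active = GTP binding at least 20 percentage points away from the 100% baseline, in either direction, so actives lie on both sides; inconclusive = Compound likely fluorescent itself, or too few beads counted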
Cdc42 wt GTP = modulators (inhibitors or activators) of GTP binding to human Cdc42 wildtype; P60953; GST-Cdc42 beads, Bodipy-GTP binding, flow cytometry; actives lie on both sides; percent activity (GTP binding), % at 10 µM; hit rate 0.2% among 190,000; AID 761;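 active = percent activity GTP binding at least 20 points away from the 100% baseline, either down as inhibitor or up as activator; inconclusive = compound flagged as likely green fluorescent from well-wide comparison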;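 also: median bead fluorescence of bound Bodipy-FL-GTP at 100 nM; 0% = excess unlabeled GTP control and 100% = no compound control; below 100% means less GTP binding so inhibitor and above means activator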
Target sequence (P60953 whole entry, looked up): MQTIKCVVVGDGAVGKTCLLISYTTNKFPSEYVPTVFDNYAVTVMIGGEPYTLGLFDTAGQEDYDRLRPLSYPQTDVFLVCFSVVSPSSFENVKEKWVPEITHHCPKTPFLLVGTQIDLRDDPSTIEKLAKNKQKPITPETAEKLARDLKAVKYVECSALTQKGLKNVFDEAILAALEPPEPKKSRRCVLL
* hit, by the source's call; ? = inconclusive; / = no result given.

compound	Rab2 wt GTP	GSH fluor	HRas wt GTP bind	Avidin bead fluor	ABCG2 inh	ABCB1 block	Rab7 wt GTP bind	Pf gametocyte	Rac1 wt modul	Rac1 act GTP bind	Cdc42 wt GTP
CSc1ccccc1C(=O)NC1CC2CCC1C2 (stereo not drawn)	100	43	103	8	4	0.0	103	-32	103	97	102
CN(C)c1ncnc2c1ncn2C1OC(CO)C(O)C1O (stereo not drawn)	105	11	104	12	0	0.1	103	/	110	103	104
CC(=O)c1c(C)[nH]c(C(=O)OCC(=O)Nc2ccc(Cl)cc2[N+](=O)[O-])c1C	97	12	98	22	45	4.2	99	20	99	97	98
COc1cccc(C(=O)/C=C/Nc2ccc(S(=O)(=O)Nc3ccc(C(C)=O)cc3)cc2)c1	96	14	98	3	0	-0.1	100	-22	102	95	98
CCC(=O)N1CCN=C1SCc1ccc(F)cc1	96	22	95	8	2	0.1	97	/	104	100	98
O=C(NCCc1ccc(Cl)cc1)C1CCN(S(=O)(=O)c2ccc(Br)s2)CC1	95	24	96	5	9	1.4	96	-8	101	94	96
CCOC(=O)N1CCN(S(=O)(=O)c2ccc(C(=O)Nc3nc4ccc(F)cc4s3)cc2)CC1	94	17	95	14	1	0.1	98	/	95	96	94
CC(=O)Nc1ccc(NC(=O)CN(c2cccc(C)c2)S(C)(=O)=O)cc1	100	31	101	9	3	1.0	102	-21	101	99	103
Cc1nn(C)cc1S(=O)(=O)N1CCN(Cc2cccc(Cl)c2)CC1	97	17	94	8	2	0.7	94	/	96	97	95
COc1ccc(NC(=O)c2ccccc2Cl)cc1NC(=O)CN1CCOCC1	98	12	99	16	4	0.4	98	/	101	98	99
N#Cc1ccccc1Cn1c(=O)n(Cc2ccc(C(=O)NCc3ccco3)cc2)c(=O)c2sccc21	101	18	103	5	0	0.8	103	/	102	98	99
COC(=O)CNC(=O)Cn1nc(C)c([N+](=O)[O-])c1C	100	15	99	8	2	0.7	105	-7	100	97	99
CC(NC(=S)Nc1ccccc1Cl)C(c1cccs1)N1CCCC1 (stereo not drawn)	96	4	97	9	31	2.7	96	/	101	99	100
C/C=N\NC(=O)COc1cc(C)ccc1C	95	19	100	11	3	0.4	100	4	100	95	95
COc1ccc(C(=O)Nc2ccc3c(c2)nc(CCNC(C)=O)n3C)cc1	96	37	96	10	-5	-1.5	99	/	100	95	100
CC(C)NC(=O)c1ccccc1NC(=O)/C=C/c1ccc([N+](=O)[O-])cc1	96	8	100	29	3	0.6	94	-1	98	96	97
CCCNS(=O)(=O)c1cc(Cl)ccc1OC	99	28	99	9	0	0.2	97	-3	104	98	100
COc1ccc(C(=O)c2c[nH]c(C(=O)NCCCN3CCOCC3)c2)cc1	95	18	97	6	13	2.7	96	-27	97	94	95
CCOC(=O)N1CCN(C(=O)CCCOc2ccccc2)CC1	99	16	101	17	5	0.4	101	/	99	98	101
OCc1nc2ccccc2n1CC(O)Cn1ccc2ccccc21 (stereo not drawn)	102	28	102	14	2	0.5	103	-24	107	99	105
c1ccc2c(c1)CNC1(CCCCC1)C2	96	38	99	14	3	0.9	97	/	100	96	100
CC1=CC2=NC(=O)/C(=C\c3cccn3CCOc3ccccc3)C(=N)N2O1	97	11	101	15	25	2.5	96	/	104	100	100
CCOC(=O)c1c(O)c2ccccc2n(-c2ccccc2)c1=O	99	25	98	13	0	0.2	99	3	97	97	99
O=C(CC1Sc2ncnn2C1=O)Nc1ccccc1 (stereo not drawn)	103	34	100	14	-2	-1.0	101	/	108	101	100
Cc1c(Cl)cccc1NC(=S)NNc1ncc(C(F)(F)F)cc1Cl	97	11	100	8	0	0.0	96	-6	100	96	96
O=C(Nc1ccc2ccccc2c1)c1onc2c1CCCC2	100	9	101	57*	2	-0.1	102	/	101	97	101
CC1CCc2c(sc(NC(=O)CCCn3cnc([N+](=O)[O-])n3)c2C(N)=O)C1 (stereo not drawn)	97	12	96	13	6	0.7	92	18	99	96	98
CC(=O)c1c(C)[nH]c(C(=O)OCC(=O)Nc2cc(Cl)ccc2[N+](=O)[O-])c1C	99	13	96	12	9	6.2	97	3	100	99	97
COc1ccc(-c2nnc(SCC(=O)N3CCc4ccccc4C3)o2)cc1	96	38	98	8	0	0.2	98	-10	96	94	96
Nc1ncccc1OCc1ccc(Br)cc1	98	14	96	9	3	0.3	103	-14	100	95	98
O=C(COc1ccc(S(=O)(=O)NC2CCCCC2)cc1)NCc1ccccn1	104	24	103	15	4	1.0	99	/	103	101	106
CN1C(=O)NC(c2ccccc2)C2=C1CN(c1ccc3ccccc3c1)C2=O (stereo not drawn)	100	12	101	34	5	1.6	102	-48	99	97	101
CCn1cc(C2=NOC(C(=O)Nc3ccc4c(c3)OCO4)C2)c(C)n1 (stereo not drawn)	94	24	94	25	0	0.5	94	-2	96	94	94
C=CCn1c(COc2ccc(Cl)cc2)nnc1SCC(=O)N/N=C/c1cccc(O)c1	95	16	96	33	0	-0.2	94	-5	97	93	97
COC(=O)c1cc(C(=O)Nc2ccc(S(=O)(=O)NC(C)(C)C)cc2)cc([N+](=O)[O-])c1	101	23	103	15	17	1.3	102	26	103	102	98
Cn1c(N)c(C(=O)COC(=O)Cc2ccsc2)c(=O)n(C)c1=O	103	23	101	10	54	1.0	103	/	108	98	103
CCOc1ccccc1C1C(C(=O)Nc2ccccc2OC)=C(C)Nc2nnnn21 (stereo not drawn)	101	12	102	8	3	0.8	102	-3	106	101	103
Cc1oc2cc3oc(=O)c4c(c3cc2c1C)CCC4	105	19	104	9	0	-0.3	101	3	101	98	103
CC(CN1CCN(C)CC1)OC(=O)c1ccc(F)cc1 (stereo not drawn)	103	20	100	6	5	2.1	106	-40	99	97	101
COc1ccc(S(=O)(=O)N2CCOCC2)cc1NC(=O)c1ccc2c(c1)OCCO2	94	19	98	10	9	1.1	96	5	96	96	97
COc1ccc(CN(C)CC(=O)Nc2ccc(N3CCOCC3)cc2)cc1OC	101	12	101	12	1	0.3	99	-11	104	100	105
CC(C)C(=O)Nc1ccc2c(c1)oc1ccccc12	104	13	104	12	6	0.2	106	/	108	102	107
CCN(CC)C(=O)c1ccc(NS(=O)(=O)c2ccc(/C=C/C(=O)O)cc2)cc1	98	9	98	19	2	1.1	103	15	103	96	97
C=CCn1c(SCC#N)nc2ccccc2c1=O	101	8	104	14	1	0.1	99	/	105	103	104
O=C1NCCN(Cc2ccc(Cl)c(F)c2)C1CC(=O)N1CCCO1 (stereo not drawn)	97	16	97	11	-2	-1.1	97	/	98	98	98
COc1ccc(-c2cc(-c3ccc(OC)cc3)c(C#N)c(SC)n2)cc1	100	32	100	22	2	0.4	99	/	102	100	101
COCC(C)NC(=O)c1ccc(CN2CCc3ccccc3C2)cc1 (stereo not drawn)	97	16	97	10	2	0.3	104	5	101	97	97
COc1ccc(-c2csc(Nc3ccc(S(=O)(=O)Nc4cc(C)on4)cc3)n2)cc1	95	19	94	10	3	0.0	99	6	97	91	95
O=C(Nc1ccn(Cc2ccccc2)n1)c1ccc2c(c1)OCO2	90	10	93	10	5	-1.0	94	10	95	93	91
O=C(O)Cc1ccc(C(=O)c2ccc(F)cc2)s1	101	33	99	13	25	-0.1	101	/	103	94	99
COc1cccc(NC(=O)[C@@H]2CCCN2C(=O)C2CCN(S(=O)(=O)c3ccc(C)cc3)CC2)c1	97	5	99	9	1	0.4	99	-9	105	99	102
N#CCCCCN1c2cccc3cccc(c23)S1(=O)=O	?	12	?	32	0	0.0	?	/	?	?	?
Cc1cccc(-n2nc3c(c2NC(=O)c2ccc(S(=O)(=O)N4CCOCC4)cc2)CSC3)c1C	102	14	100	34	0	-0.3	97	0	101	99	100
Cc1ccc(C2(c3noc(CN4CCC(c5ccncc5)CC4)n3)CCCC2)cc1	96	18	97	10	-1	-0.2	99	14	98	95	98
Cc1ccc(S(=O)(=O)n2nc(OC(=O)c3cccs3)cc2N)cc1	97	17	99	35	0	-0.1	98	19	101	96	99

Screening data from PubChem BioAssay.
